NSD2 inh: inhibitors of human NSD2, primary screen, biochemical, plate reader, single point; 44,000 compounds, 0.07% hits; AID 624260, 2012; inhibition, % at 12.5 µM; NSD2-SET H3K36me1 DELFIA fluorescence; in the data active means inhibition above about 54%, passing the limit was not always enough;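 further: inhibitors reduce the monomethyl H3K36 fluorescence signal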
Target sequence (O96028 whole entry, looked up): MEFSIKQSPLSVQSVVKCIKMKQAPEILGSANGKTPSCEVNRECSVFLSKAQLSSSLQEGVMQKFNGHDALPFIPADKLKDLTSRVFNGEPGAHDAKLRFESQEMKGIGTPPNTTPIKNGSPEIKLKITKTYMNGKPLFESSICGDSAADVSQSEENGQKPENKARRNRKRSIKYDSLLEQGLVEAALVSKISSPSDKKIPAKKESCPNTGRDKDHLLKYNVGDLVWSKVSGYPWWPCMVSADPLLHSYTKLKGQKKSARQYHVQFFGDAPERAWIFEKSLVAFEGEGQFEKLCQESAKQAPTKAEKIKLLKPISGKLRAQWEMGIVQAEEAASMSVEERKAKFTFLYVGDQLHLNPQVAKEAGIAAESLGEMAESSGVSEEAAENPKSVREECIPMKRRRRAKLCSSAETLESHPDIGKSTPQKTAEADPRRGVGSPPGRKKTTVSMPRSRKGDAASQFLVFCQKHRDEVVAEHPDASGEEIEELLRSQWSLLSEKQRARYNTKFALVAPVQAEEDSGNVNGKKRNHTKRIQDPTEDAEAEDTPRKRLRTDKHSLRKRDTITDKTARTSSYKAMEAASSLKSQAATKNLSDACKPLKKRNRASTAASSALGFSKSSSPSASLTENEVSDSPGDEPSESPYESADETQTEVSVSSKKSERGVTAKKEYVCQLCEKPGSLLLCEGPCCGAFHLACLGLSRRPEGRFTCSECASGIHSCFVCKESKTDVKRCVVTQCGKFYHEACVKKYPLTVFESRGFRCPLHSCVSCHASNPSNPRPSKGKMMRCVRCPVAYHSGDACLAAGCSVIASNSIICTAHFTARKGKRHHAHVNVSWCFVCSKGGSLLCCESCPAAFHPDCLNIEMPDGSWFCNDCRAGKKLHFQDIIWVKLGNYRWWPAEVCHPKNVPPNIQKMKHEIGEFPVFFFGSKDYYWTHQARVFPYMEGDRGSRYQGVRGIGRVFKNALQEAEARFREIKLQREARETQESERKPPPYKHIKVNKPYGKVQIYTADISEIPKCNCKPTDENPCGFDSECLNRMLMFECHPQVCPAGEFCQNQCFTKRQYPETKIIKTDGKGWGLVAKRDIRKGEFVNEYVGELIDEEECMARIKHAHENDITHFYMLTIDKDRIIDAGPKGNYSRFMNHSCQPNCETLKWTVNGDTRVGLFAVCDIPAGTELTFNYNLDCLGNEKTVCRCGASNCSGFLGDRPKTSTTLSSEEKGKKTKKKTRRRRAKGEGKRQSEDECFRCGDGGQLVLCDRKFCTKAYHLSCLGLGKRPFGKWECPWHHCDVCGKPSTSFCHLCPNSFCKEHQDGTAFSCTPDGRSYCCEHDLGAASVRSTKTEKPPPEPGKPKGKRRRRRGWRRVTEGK
Active calls of the source: *; & = joins results of further samples. This is a subset. The share of hits here may be higher or lower than overall.

SMILES	NSD2 inh
C[C@@H]1CCCCO[C@H](CN(C)Cc2ccc3c(c2)OCO3)[C@H](C)CN([C@@H](C)CO)C(=O)c2cc(NS(C)(=O)=O)ccc2O1	-2
COc1ccc(NC(=O)Nc2ccc3c(c2)CC(=O)N([C@H](C)CO)C[C@H](C)[C@H](CN(C)S(=O)(=O)c2ccc(F)cc2)O3)cc1	-2
Cc1ccc(S(=O)(=O)Nc2ccc3c(c2)CC(=O)N([C@H](C)CO)C[C@H](C)[C@@H](CN(C)C(=O)NC2CCCCC2)O3)cc1	6
COc1ccc(S(=O)(=O)N(C)C[C@@H]2OCCCC[C@H](C)Oc3ccc(NC(=O)Nc4c(C)noc4C)cc3C(=O)N([C@@H](C)CO)C[C@H]2C)cc1	-2
C[C@@H]1CN([C@H](C)CO)C(=O)c2cc(NC(=O)C3CCCCC3)ccc2O[C@@H](C)CCCCO[C@@H]1CN(C)S(=O)(=O)c1ccc(Cl)cc1	4
C[C@@H]1CN([C@H](C)CO)C(=O)c2cc(NC(=O)Nc3cccc4ccccc34)ccc2O[C@H]1CN(C)Cc1ccc(C(=O)Nc2ccccc2N)cc1	-3
Cc1noc(C)c1S(=O)(=O)Nc1ccc2c(c1)C(=O)N([C@@H](C)CO)C[C@H](C)[C@@H](CN(C)Cc1ccc(Cl)c(Cl)c1)OCCCC[C@H](C)O2	1
C[C@@H]1CN([C@@H](C)CO)C(=O)c2cc(-c3cccnc3)cnc2O[C@@H]1CN(C)C(=O)NC1CCCC1	-5
CS(=O)(=O)Nc1c(O)ccc2c1CCCC2C1=NCCN1 (stereo not drawn)	7
Cc1ccc(S(=O)(=O)N(C)C[C@H]2OCCCC[C@@H](C)Oc3ccc(N(C)C)cc3C(=O)N([C@H](C)CO)C[C@@H]2C)cc1	-2
C[C@H]1CCCCO[C@@H](CN(C)C(=O)CCCN(C)C)[C@@H](C)CN([C@@H](C)CO)C(=O)c2cc(NC(=O)CCC(F)(F)F)ccc2O1	1
C[C@@H]1CCCCO[C@H](CN(C)C(=O)Nc2ccc(F)cc2)[C@H](C)CN([C@@H](C)CO)C(=O)c2cc(NC(=O)Cc3ccccc3)ccc2O1	-6
COc1ccc(-c2cnc3c(c2)C(=O)N([C@H](C)CO)C[C@@H](C)[C@H](CN(C)Cc2ccccn2)O3)cc1	-3
Cc1ccccc1-c1ccc2c(c1)O[C@H](CN(C)C)[C@H](C)CN([C@H](C)CO)S2(=O)=O	3
COc1ccc(S(=O)(=O)N(C)C[C@H]2OCCCC[C@@H](C)Oc3ccc(NC(=O)NC4CCCCC4)cc3C(=O)N([C@H](C)CO)C[C@@H]2C)cc1	6
COc1ccc(NC(=O)N(C)C[C@@H]2Oc3cc(C#CCN(C)C)ccc3S(=O)(=O)N([C@@H](C)CO)C[C@H]2C)cc1	-2
COc1ccc(S(=O)(=O)N(C)C[C@H]2Oc3ccc(NC(=O)Nc4c(C)noc4C)cc3CC(=O)N([C@H](C)CO)C[C@@H]2C)cc1	4
CCCNC(=O)C[C@@H]1C[C@H]2c3cc(NS(=O)(=O)c4ccc(OC)cc4)ccc3O[C@H]2[C@H](CO)O1	-9
Cc1noc(C)c1NC(=O)N(C)C[C@H]1Oc2ccc(N(C)C)cc2C(=O)N([C@H](C)CO)C[C@H]1C	-4
C[C@H](CO)N1C[C@H](C)[C@@H](CN(C)C(=O)NC2CCCCC2)OCCCC[C@H](C)Oc2ccc(NS(=O)(=O)c3cn(C)cn3)cc2C1=O	2
COc1cccc(CN(C)C[C@H]2OCc3ccccc3-c3ccccc3C(=O)N([C@@H](C)CO)C[C@H]2C)c1	4
COc1ccc(S(=O)(=O)N(C)C[C@@H]2Oc3c(NS(=O)(=O)c4ccccc4)cccc3C(=O)N([C@@H](C)CO)C[C@@H]2C)cc1	3
COc1ccc(NC(=O)Nc2ccc3c(c2)CC(=O)N([C@@H](C)CO)C[C@H](C)[C@@H](CN(C)S(=O)(=O)c2ccc(OC)cc2)O3)cc1	2
c1ccc2[nH]c(SCCCN3CCCCC3)nc2c1	-2
COc1ccc(NC(=O)N(C)C[C@H]2Oc3ccc(NC(=O)Cc4ccccc4)cc3CC(=O)N([C@H](C)CO)C[C@H]2C)cc1	7
CS(=O)(=O)Nc1ccc2c(c1)[C@H]1C[C@H](CC(=O)NCc3cc(F)ccc3F)O[C@H](CO)[C@H]1O2	39
CCC(=O)N(C)C[C@H]1Oc2cc(-c3ccc(OC)cc3)ccc2S(=O)(=O)N([C@H](C)CO)C[C@@H]1C	7
C[C@H]1O[C@@H](O[C@H]2CC[C@@]3(C)C(CC[C@]4(C)C3CC=C3C5CC(C)(C)CC[C@]5(C(=O)O)CC[C@]34C(=O)O)C2(C)C)[C@H](O)[C@@H](O)[C@@H]1O (stereo partly drawn)	-1
COc1ccccc1CN1C(=O)c2ccccc2[C@](Cc2ccccc2I)(C(=O)NCC(C)C)[C@@H]1c1ccc(CO)cc1	3
COc1cccc(-c2cnc3c(c2)C(=O)N([C@H](C)CO)C[C@H](C)[C@H](CN(C)Cc2ccncc2)O3)c1	2&6

Looked up one by one from above:
SMILES	NSD2 inh
COc1ccc(NC(=O)N(C)C[C@H]2Oc3ccc(NC(=O)Cc4ccccc4)cc3CC(=O)N([C@H](C)CO)C[C@H]2C)cc1	7
c1ccc2[nH]c(SCCCN3CCCCC3)nc2c1	-2

Three compounds from above, arranged by their value in NSD2 inh, lowest first.
SMILES	NSD2 inh
COc1ccc(NC(=O)Nc2ccc3c(c2)CC(=O)N([C@@H](C)CO)C[C@H](C)[C@@H](CN(C)S(=O)(=O)c2ccc(OC)cc2)O3)cc1	2
COc1ccc(S(=O)(=O)N(C)C[C@@H]2Oc3c(NS(=O)(=O)c4ccccc4)cccc3C(=O)N([C@@H](C)CO)C[C@@H]2C)cc1	3
COc1cccc(CN(C)C[C@H]2OCc3ccccc3-c3ccccc3C(=O)N([C@@H](C)CO)C[C@H]2C)c1	4

Rewritten with bars between the fields: part of the list above.
smiles | NSD2 inh
C[C@H](CO)N1C[C@H](C)[C@@H](CN(C)C(=O)NC2CCCCC2)OCCCC[C@H](C)Oc2ccc(NS(=O)(=O)c3cn(C)cn3)cc2C1=O | 2
COc1cccc(-c2cnc3c(c2)C(=O)N([C@H](C)CO)C[C@H](C)[C@H](CN(C)Cc2ccncc2)O3)c1 | 2&6
COc1ccc(S(=O)(=O)N(C)C[C@H]2Oc3ccc(NC(=O)Nc4c(C)noc4C)cc3CC(=O)N([C@H](C)CO)C[C@@H]2C)cc1 | 4
COc1ccc(S(=O)(=O)N(C)C[C@H]2OCCCC[C@@H](C)Oc3ccc(NC(=O)NC4CCCCC4)cc3C(=O)N([C@H](C)CO)C[C@@H]2C)cc1 | 6

(more compounds)
SMILES	NSD2 inh
CCOC(=O)N1CCN(C(=O)CSCC(=O)N=c2sc3ccccc3n2C)CC1	-1
C[C@@H]1CCCCO[C@@H](CN(C)CC2CC2)[C@@H](C)CN([C@H](C)CO)C(=O)c2cc(NC(=O)CCCCCC(=O)Nc3ccccc3N)ccc2O1	7
C[C@H](CO)N1C[C@H](C)[C@H](CN(C)Cc2ccc(C(=O)Nc3ccccc3N)cc2)Oc2c(NS(=O)(=O)c3ccccc3)cccc2C1=O	3
C[C@@H]1CN([C@H](C)CO)C(=O)c2cc(Br)cnc2O[C@@H]1CN(C)C(=O)C1CCC1	5
Cc1noc(C)c1S(=O)(=O)Nc1ccc2c(c1)CC(=O)N([C@@H](C)CO)C[C@@H](C)[C@@H](CN(C)Cc1ccc(C(F)(F)F)cc1)O2	-8
C[C@@H]1CN([C@@H](C)CO)S(=O)(=O)c2ccc(C#Cc3ccncc3)cc2O[C@@H]1CN(C)C(=O)C1CCOCC1	3
Cc1noc(C)c1NC(=O)Nc1ccc2c(c1)C(=O)N([C@H](C)CO)C[C@H](C)[C@H](CN(C)C)OCCCC[C@@H](C)O2	-2
Cc1noc(C)c1NC(=O)N(C)C[C@H]1Oc2ccc(NC(=O)CCCCCC(=O)Nc3ccccc3N)cc2C(=O)N([C@H](C)CO)C[C@H]1C	-1
COc1ccc(NC(=O)N(C)C[C@H]2OCCCC[C@@H](C)Oc3ccc(NS(=O)(=O)c4ccccc4)cc3C(=O)N([C@@H](C)CO)C[C@@H]2C)cc1	10
Cc1ccc(-c2ccc3c(c2)O[C@H](CN(C)Cc2ccc(C(=O)O)cc2)[C@H](C)CN([C@@H](C)CO)S3(=O)=O)cc1	1
C[C@@H]1CCCCO[C@H](CN(C)C(=O)Nc2ccccc2)[C@@H](C)CN([C@H](C)CO)C(=O)c2cc(NC(=O)NC3CCCCC3)ccc2O1	-1
CC(C)NC(=O)N(C)C[C@H]1Oc2ncc(-c3ccccc3F)cc2C(=O)N([C@@H](C)CO)C[C@H]1C	-1
C[C@H](CO)N1C[C@H](C)[C@H](CN(C)C)Oc2ncc(-c3ccccc3)cc2C1=O	0&1
COc1ccc(NC(=O)Nc2ccc3c(c2)C(=O)N([C@H](C)CO)C[C@H](C)[C@H](CN(C)S(=O)(=O)c2ccc(OC)cc2)O3)cc1	7
CC(C)NC(=O)N(C)C[C@@H]1Oc2ccc(NC(=O)CCCCCC(=O)Nc3ccccc3N)cc2CC(=O)N([C@H](C)CO)C[C@H]1C	1
C[C@@H]1CN([C@H](C)CO)C(=O)c2cc(C3=CCCCC3)cnc2O[C@@H]1CN(C)Cc1ccccc1F	1
Cc1cc(C(=O)Nc2cccc3c2O[C@@H](CN(C)C(=O)Nc2ccccc2)[C@H](C)CN([C@@H](C)CO)C3=O)n(C)n1	2
O=C(CCCCC(=O)N/N=C/c1ccc(CO)o1)NO	-3
COc1ccc(S(=O)(=O)N(C)C[C@H]2Oc3c(NC(=O)Nc4ccc(C(F)(F)F)cc4)cccc3C(=O)N([C@H](C)CO)C[C@@H]2C)cc1	-2
COc1ccc(CN(C)C[C@H]2Oc3c(NC(=O)Nc4ccc(OC)cc4)cccc3C(=O)N([C@@H](C)CO)C[C@H]2C)cc1	-1
Cc1ccc(S(=O)(=O)Nc2ccc3c(c2)CC(=O)N([C@H](C)CO)C[C@@H](C)[C@H](CN(C)S(C)(=O)=O)O3)cc1	3
C[C@@H]1CCCCO[C@@H](CN(C)S(C)(=O)=O)[C@H](C)CN([C@H](C)CO)C(=O)c2cc(NC(=O)NC3CCCCC3)ccc2O1	0
COc1ccc(S(=O)(=O)Nc2ccc3c(c2)C(=O)N([C@H](C)CO)C[C@H](C)[C@@H](CN(C)C(=O)NC(C)C)OCCCC[C@@H](C)O3)cc1	16
C[C@H](CO)N1C[C@H](C)[C@@H](CN(C)Cc2ccc(Oc3ccccc3)cc2)Oc2ccc(NC(=O)c3ccncc3)cc2CC1=O	5
C[C@H](CO)N1C[C@H](C)[C@H](CN(C)Cc2ccncc2)Oc2ncc(-c3cccc(C(F)(F)F)c3)cc2C1=O	5
C[C@@H]1CCCCO[C@@H](CN(C)Cc2ccc(Cl)c(Cl)c2)[C@H](C)CN([C@H](C)CO)C(=O)c2cc(NC(=O)Nc3ccc(F)cc3)ccc2O1	-4
C[C@H](CO)N1C[C@H](C)[C@@H](CN(C)C)Oc2ccc(NC(=O)CCCCCC(=O)Nc3ccccc3N)cc2CC1=O	3
C[C@H](CO)N1C[C@H](C)[C@@H](CN(C)Cc2ccccc2)Oc2ccc(NC(=O)CCCN(C)C)cc2CC1=O	5
C[C@H](CO)N1C[C@H](C)[C@@H](CN(C)CC2CC2)Oc2c(NC(=O)Nc3cccc4ccccc34)cccc2C1=O	3
C[C@H]1CN([C@@H](C)CO)C(=O)c2cc(NC(=O)Nc3ccc(F)cc3)ccc2O[C@H]1CN(C)C	8
O=C(Cc1ccccc1)N[C@@H]1C=C[C@@H](CC(=O)N2CCOCC2)O[C@@H]1CO	1
C[C@@H]1CN([C@@H](C)CO)C(=O)Cc2cc(NC(=O)NC3CCCCC3)ccc2O[C@H]1CN(C)Cc1ccc(-c2ccccc2)cc1	2
O=C(N/N=C/c1ccc(-c2ccccc2)cc1)c1ccccn1	6
O=C(C[C@@H]1CC[C@H](NC(=O)CC2CC2)[C@@H](CO)O1)NCC(F)(F)F	6
O=C(NCCc1ccccc1)c1noc2c1CCc1ccccc1-2	0
CC(C)NC(=O)N(C)C[C@@H]1Oc2ccc(NC(=O)Cc3cn(C)c4ccccc34)cc2C(=O)N([C@@H](C)CO)C[C@@H]1C	-1
C[C@H]1CN([C@@H](C)CO)C(=O)c2cccc(NS(=O)(=O)c3ccc(Cl)cc3)c2O[C@H]1CN(C)CC1CC1	-17
C[C@@H]1CN([C@H](C)CO)C(=O)c2cccc(NC(=O)c3cnccn3)c2O[C@@H]1CN(C)S(=O)(=O)c1ccccc1	-1
C[C@@H]1CN([C@@H](C)CO)C(=O)c2cc(NC(=O)Cn3cnnn3)ccc2O[C@H]1CN(C)Cc1ccc(C(=O)Nc2ccccc2N)cc1	2
COc1ccc(S(=O)(=O)N[C@H]2C=C[C@H](CC(=O)NCCc3ccccc3)O[C@H]2CO)cc1	1
C[C@@H]1CN([C@@H](C)CO)C(=O)c2cc(C#CC3CC3)cnc2O[C@H]1CN(C)Cc1ccccc1C(=O)O	1
OC(CSc1nc(-c2ccccc2)c(-c2ccccc2)o1)CC(O)c1ccccc1 (stereo not drawn)	-9
C[C@@H]1CCCCO[C@@H](CN(C)S(=O)(=O)c2cccs2)[C@@H](C)CN([C@@H](C)CO)C(=O)c2cc(NC(=O)c3ccncc3)ccc2O1	-1
C=C1C(=O)O[C@H]2C3=C(C)C[C@H](OC(C)=O)C[C@]3(C)CC[C@@H]12	7
C[C@@H]1CN([C@@H](C)CO)C(=O)Cc2cc(N(C)C)ccc2O[C@@H]1CN(C)Cc1ccc(C(=O)Nc2ccccc2N)cc1	3
Cc1ccc(S(=O)(=O)N(C)C[C@H]2OCCCC[C@@H](C)Oc3ccc(NC(=O)Cc4ccccc4)cc3C(=O)N([C@@H](C)CO)C[C@@H]2C)cc1	-1
COc1ccccc1S(=O)(=O)N[C@@H]1C=C[C@H](CC(=O)NCc2cccc(F)c2)O[C@@H]1CO	6
O=C(C[C@H]1C[C@H]2c3cc(NS(=O)(=O)c4ccc(F)cc4)ccc3O[C@H]2[C@H](CO)O1)NCCN1CCCCC1	9

Screening results: PubChem BioAssay, Broad Institute
